N370S GC = inhibits or activates N370S mutant glucocerebrosidase. P04062. N370S GC spleen homogenate, 4MU-glucoside fluorescence. Potency, µM (titrated, usually from 59.4 µM), for the others: at the highest dose activity change, negative = inhibition, usual class: inhibitors. actives 0.092% (n = 330,000);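 also: 0% = full enzyme activity and -100% = no enzyme basal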
DT40 TDP1 no CPT = qHTS for Inhibitors of human tyrosyl-DNA phosphodiesterase 1 (TDP1): qHTS in cells in absence of CPT. Potency, µM (series often up to 46.2 µM), inactives show top-dose activity change, negative = growth inhibition, usual class: inhibitors. DT40 Tdp1-/- hTDP1 cells, no CPT, ATP luminescence, 48 h. actives 15% (n = 420,000); also: nearly all actives have a fitted effect of over 55% in size
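Chicken DT40 Tdp1-/- cells complemented with human TDP1, screened without camptothecin (DMSO vehicle only), 400 cells/well. Compounds pin-transferred, cells incubated at 37 °C for at least 48 hr. Growth read as ATP-dependent luminescence (CellTiter-Glo, 30 min at RT).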
TDP1 inh = blocks human tyrosyl-DNA phosphodiesterase 1. Potency, µM (titrated, usually from 130 µM), without a hit: at the highest dose activity change, negative = inhibition, most hits filed as inhibitors. recombinant TDP1, AlphaScreen DNA substrate cleavage. AID 485290. actives 0.28% (n = 350,000). Q9NUW8; also: nearly all actives have a fitted effect of over 40% in size
Target sequence (Q9NUW8 whole entry, looked up): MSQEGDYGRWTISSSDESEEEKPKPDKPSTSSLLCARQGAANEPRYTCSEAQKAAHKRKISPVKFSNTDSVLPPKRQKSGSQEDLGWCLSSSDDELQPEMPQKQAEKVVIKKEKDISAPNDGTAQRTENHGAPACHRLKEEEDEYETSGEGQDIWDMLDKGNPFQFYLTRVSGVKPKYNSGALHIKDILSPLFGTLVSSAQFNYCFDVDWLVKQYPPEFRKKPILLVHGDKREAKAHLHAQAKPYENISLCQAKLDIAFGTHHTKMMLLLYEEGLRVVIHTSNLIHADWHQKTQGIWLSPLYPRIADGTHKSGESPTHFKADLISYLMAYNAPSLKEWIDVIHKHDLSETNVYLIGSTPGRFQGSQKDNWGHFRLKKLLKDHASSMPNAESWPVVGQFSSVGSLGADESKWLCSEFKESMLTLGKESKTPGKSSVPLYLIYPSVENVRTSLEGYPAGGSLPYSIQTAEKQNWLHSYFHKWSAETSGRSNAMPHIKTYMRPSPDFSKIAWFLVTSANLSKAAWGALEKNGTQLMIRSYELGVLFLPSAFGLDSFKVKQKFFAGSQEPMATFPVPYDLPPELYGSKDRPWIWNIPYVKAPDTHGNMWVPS
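Steps: enzyme plus compound, 15 min RT; add biotin/phosphotyrosine-FITC oligonucleotide (15 nM final), react 5 min; add donor/acceptor beads (10 ug/ml final), 10 min; read AlphaScreen. Tdp1 at 1 nM final.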
* = called active by the depositor; ? = inconclusive; / = no result given; & = joins results of further samples; [ ] = dose if it differs, or a comment. Calls follow the shape of the dose curve; as a rule, active = well fitted curve in the direction sought with a large enough effect; inconclusive = small, poorly fitted or top-dose-only effect, or another doubt; inactive = no such curve, though single readings can be large; an effect the other way counts as inactive or inconclusive. Unless noted, % is scaled to controls: 0 for no effect and ±100 for the full control effect; potency is read from the fitted curve at half-maximal effect.

Under each structure – N370S GC	DT40 TDP1 no CPT	TDP1 inh
1: CC(C)(C)c1ccc(C(=O)Nc2ccc(C(=O)NCc3cccnc3)cc2)cc1
    ?	1.84µM*	0.8%
2: COCCNC(=O)/C(C#N)=C/c1cc(C)n(C2CCCCC2)c1C
    -1.7%	16.4µM*	0.0%
3: Cc1cc(C(=O)NC(=S)Nc2ccccc2N2CCOCC2)ccc1[N+](=O)[O-]
    1.9%	?	5.6%
4: CC(=O)O[C@H]1CC[C@@]2(C)C(CCC3C2CC[C@]2(C)OC(=O)CCC32)C1 (stereo partly drawn)
    -4.2%	-26.5%	5.2%
5: CCCc1cc(CNC(=O)C2CCC(=O)N(Cc3ccccc3F)C2)on1 (stereo not drawn)
    -0.9%	-0.2%	1.0%
6: Cc1cccc(OCC(=O)Nc2ccc(N3CCN(C(=O)c4ccccc4)CC3)cc2)c1C
    2.0%	?	2.0%
7: N#Cc1c(NC(=O)/C=C/C(=O)O)sc2c1CCN(Cc1ccccc1)C2
    5.5%	?	/
8: Cc1ccc(S(=O)(=O)c2cn(C)c3cc(N4CCCC4)c(F)cc3c2=O)c(C)c1
    /	23.1µM*	-2.5%
9: Cc1ccc(OCC(O)CNC(=O)c2ccccc2C(=O)O)cc1 (stereo not drawn)
    0.9%	-3.5%	5.9%
10: COC(=O)COc1ccc(S(=O)(=O)N2CCN(c3ccccc3F)CC2)cc1C
    -23.1%	-11.9%	5.3%
11: O=C(NCc1ccco1)c1cc(-c2ccccc2)nc2ccccc12
    5.4%	?	6.7%
12: Cc1c(NC(=O)OCCNC(=O)COc2ccc(Cl)cc2Cl)sc(=S)n1C
    19.3%	?	-3.4%
13: COC(=O)c1ccc(CN2CCN(C3CCCC3)C(CCO)C2)cc1 (stereo not drawn)
    1.3%	-7.1%	2.7%
14: O=C(N/N=C/c1cc(Br)cc(Br)c1O)c1ccncc1
    ?	0.651µM*	7.5%
15: Cc1ccc(Nc2ncnc3sccc23)c(C)c1
    -1.4%	?	-9.1%
16: COCCNC(=O)CN(CCc1ccccc1)S(=O)(=O)c1ccc(Br)cc1
    -4.6%	-16.0%	/
17: CCN(CC)c1ccc(Nc2cc3n(c(=O)n2)CCc2cc(OC)c(OC)cc2-3)cc1
    -17.4%	?	/
18: Cc1ccccc1NC(=O)c1cnn(-c2ccccc2)c1NC(=O)c1ccco1
    8.8%[2.35 µM]	-7.3%	3.0%
19: Cc1ccccc1CC(=O)NCCN1CCCCC1
    0.6%	4.4%	1.9%
20: O=C(CN1CCSCC1)N/N=C/c1ccc(F)c(F)c1
    -1.2%	-7.7%	-8.0%

The list continues.
Under each structure – N370S GC	DT40 TDP1 no CPT	TDP1 inh
21: O=C(C[C@@H]1C/C=C/CC[C@@H](Cc2ccc(F)cc2)C(=O)O[C@@H](c2ccccc2)CNC1=O)NCCO
    /	18.4µM*	-0.8%
22: O=S(=O)(c1ccc(Cl)cc1)N1CCN(c2nc(-c3ccccc3)nc3ccccc23)CC1
    /	10µM*	1.0%
23: Cc1cc(C)cc(NC(=O)C2CCN(S(=O)(=O)c3c(C)noc3/C=C/c3ccco3)CC2)c1
    /	14.6µM*	0.0%
24: Cc1c(O)c(CN2CCCC2)cc2c1oc(=O)c1ccccc12
    -3.2%	?	2.1%
25: Cc1cc(C)cc(NC(=O)C(=S)NCc2ccccc2)c1
    6.2%	-17.7%	0.0%
26: Cc1ccc(C(=O)N2CCN(c3ccc(NC(=O)c4cccnc4)cc3)CC2)cc1
    1.4%	-3.1%	9.5%
27: Cn1cc(CCC(=O)NC2CC2)c2ccccc21
    -6.4%	-0.4%	/
28: O=C(NCCc1ccccc1)c1cccc2c1C(=O)c1ccc(N3CCOCC3)cc1S2(=O)=O
    /	?	-2.5%
29: O=C(c1ccncc1)N(c1ccc2oc3c(c2c1)CCCC3)S(=O)(=O)c1cccc([N+](=O)[O-])c1
    8.0%	?	3.4%
30: CCOc1cccc2c1OC1(CCCCC1)N1N=C(c3cccnc3)CC21 (stereo not drawn)
    1.8%	?	8.1%
31: O=C(O)CCCN1C(=O)C2C3CCC(O3)C2C1=O (stereo not drawn)
    -0.9%	?	8.0%
32: COc1ccc([N+](=O)[O-])cc1N(CC(O)CN1CCCC1)S(=O)(=O)c1ccc(C)cc1 (stereo not drawn)
    -9.0%	-21.9%	/
33: Cc1ccc(Cn2nnc3sc4c(c3c2=O)CCC(C)C4)cc1 (stereo not drawn)
    /	?	1.1%
34: O=C(/C=C\c1ccc2c(c1)OCO2)Nc1c2c(nn1-c1ccc(Cl)cc1)CSC2
    -0.5%	?	-3.9%
35: COc1cc2ccccc2cc1C(=O)Nc1ccc(CN2CCOCC2)cc1
    -13.7%	?	/
36: COc1ccc(Nc2oc(/C=C/c3ccc(F)cc3)nc2C#N)cc1
    /	?	0.0%
37: COC(=O)c1ccc(NC(=O)CC2C(=O)N(c3ccccc3)C(=O)N2C2CCCC2)cc1 (stereo not drawn)
    /	16.4µM*	0.9%
38: Cc1nc(SCC(=O)NC(=O)NCCC(C)C)c2c(-c3cccs3)csc2n1
    9.8%	?	-2.7%
39: CCn1c(SCC(=O)OCc2ccccc2)nc2c1c(=O)n(C)c(=O)n2C
    -5.0%	-1.4%	3.8%
40: CCn1ccnc1CN(C)Cc1cn[nH]c1-c1ccc(OC)c(F)c1
    -5.2%	?	/

The results go on.
Under each structure – N370S GC	DT40 TDP1 no CPT	TDP1 inh
41: CCN(CC(=O)N1CCOCC1)S(=O)(=O)c1ccc(F)cc1
    -3.8%	-0.6%	0.7%
42: Cc1cc(N2CCC(C)CC2)nc(SCC(=O)c2ccccc2)n1
    10.9%	-83.5%	-0.2%
43: O/C(=C\c1nc2ccccc2[nH]1)c1cccs1
    0.6%	?	5.8%
44: CC(C)(C)C(=O)Nc1ccc(N=Nc2ccccc2)cc1
    3.3%	-12.6%	-2.8%
45: O=C(NO)c1ccccc1O
    -8.0%	0.0%	6.0%
46: O=C(NC(=S)Nc1ccc(NC(=O)c2cccs2)cc1)c1ccc([N+](=O)[O-])cc1
    -10.5%	2.6%	0.0%
47: Cc1noc(C)c1-c1ccc2ncnc(NCC3CCCCN3C)c2c1 (stereo not drawn)
    -7.3%	/	1.0%&3.8%
48: COc1ccc(OC)c(/C=C2\N=C(c3ccccc3)OC2=O)c1
    0.3%	-14.1%	/
49: COc1ccc(NC(=O)N(CCC(C)C)C(C)c2cccs2)c(OC)c1 (stereo not drawn)
    /	18.4µM*	10.4%
50: CCCCN(C)CCCNC(=O)/C=C1\Sc2ccccc2NC1=O
    -6.9%	-24.6%	1.6%
51: CCNc1nc(NCC)nc(N/N=C/c2ccc(Br)cc2)n1
    -26.4%	?	1.6%
52: O=C(O)C1CCN(C(=O)CCc2ccccc2)CC1
    2.7%	13.9%	0.0%
53: O=C(c1ccc(S(=O)(=O)N2CCOCC2)cc1)N1CCN=C1SCc1cccnc1
    -9.7%	-18.8%	0.0%
54: COc1ccccc1CNC(=O)CCS(=O)(=O)c1cccs1
    -21.4%	-4.5%	7.2%
55: Cc1cc(C)c2c(=O)n(CC(=O)Nc3ccc(Br)c(C)c3)sc2n1
    -10.2%	9.2µM*	/
56: O=C(OCC(=O)c1c[nH]c2ccccc12)c1cccc(S(=O)(=O)N2CCCCCC2)c1
    5.4%	?	0.6%
57: CCOc1ccc(C(=O)Nc2ccc(C(=O)OCc3cc(=O)n4c(C)csc4n3)cc2)cc1
    /	16.4µM*	-13.8%
58: CCN(CC(=O)Nc1cccc(S(=O)(=O)N(C)c2ccccc2)c1)Cc1cccs1
    /	?	-1.7%
59: COc1cccc(C(=O)NCC(c2ccc(N(C)C)cc2)N2CCOCC2)c1OC (stereo not drawn)
    /	16.4µM*	6.2%
60: COC(=O)c1cc2oc3ccccc3c2n1Cc1nc(-c2ccccc2Cl)oc1C
    /	-15.6%	1.0%

Brought forward from above: two entries; new compounds follow.
Under each structure – N370S GC	DT40 TDP1 no CPT	TDP1 inh
59: COc1cccc(C(=O)NCC(c2ccc(N(C)C)cc2)N2CCOCC2)c1OC (stereo not drawn)
    /	16.4µM*	6.2%
60: COC(=O)c1cc2oc3ccccc3c2n1Cc1nc(-c2ccccc2Cl)oc1C
    /	-15.6%	1.0%
61: COc1ccccc1N1C(=O)c2ccccc2NC1C(OC)OC (stereo not drawn)
    4.3%	7.3%	3.3%
62: O=C(NCc1ccco1)C1CCCN1C(=O)Nc1ccccc1 (stereo not drawn)
    4.5%	15.5%	6.1%
63: COc1cc(OC)c(NC(=O)CCCn2nc(C)c3c(C)n(-c4ccccc4)nc3c2=O)cc1Cl
    /	?	0.0%
64: C[C@H]1CN([C@@H](C)CO)C(=O)Cc2cc(NC(=O)C3CC3)ccc2O[C@H]1CN(C)Cc1ccc(Oc2ccccc2)cc1
    /	?	5.2%
65: Cc1ccc(OCC(=O)N2CCN(c3nnc(-c4ccc(C)cc4)c4ccccc34)CC2)cc1
    -1.7%	23.1µM*	7.0%
66: COc1ccc(NC(=O)C2CCCN(c3ncccn3)C2)cc1 (stereo not drawn)
    -1.1%	-5.3%	-1.2%[0.0935 µM]
67: O=C(NC(=S)Nc1ccc2oc(-c3cccnc3)nc2c1)c1cccc(Cl)c1
    /	?	3.1%
68: CC(C)(C)OC(=O)N1CCC(c2c(C(=O)Nc3ccc4c(c3)OCCO4)cnn2-c2ccccc2)CC1
    /	18.4µM*	-1.1%
69: O=C(O)CCN1C(=O)S/C(=C\c2cccnc2)C1=O
    10.8%	6.3%	0.0%
70: O=C(N[C@H]1C/C=C\C[C@H](CC(=O)N(CCO)Cc2ccccc2)C(=O)N[C@@H](c2ccccc2)COC1=O)OCC1c2ccccc2-c2ccccc21
    /	13µM*	-8.0%
71: O=C(CNc1cc(S(=O)(=O)N2CCOCC2)ccc1NCC1CCCO1)Nc1cccc(F)c1 (stereo not drawn)
    -2.4%	-21.1%	4.8%
72: O=C(CC(=O)NN=C1CCCC1)NCCc1ccccc1
    -4.7%	-8.1%	1.0%
73: COc1ccc(C2=NC(c3ccccc3)=Nc3ccc(C)cc3N2)cc1
    /	20.6µM*	9.3%
74: CCC(=O)N1CCc2cc(Br)cc(S(=O)(=O)NCCc3cccc(C)c3)c21
    /	23.1µM*	-6.6%
75: CCOC(=O)N1CCN(C(=O)CN(c2ccc(OC)c(OC)c2)S(C)(=O)=O)CC1
    -1.2%	5.7%	2.0%
76: O=C(CCN1CCN(c2ccccc2F)CC1)Nc1ccccc1Cl
    -2.7%	-40.3%	/
77: COc1ccc(-c2csc3ncnc(N4CCN(S(=O)(=O)c5cccc(C(F)(F)F)c5)CC4)c23)cc1
    0.0%	?	/
78: CC(=O)Nc1ccc(S(=O)(=O)N2CCC(C(=O)NCCC(=O)NCc3ccncc3)CC2)cc1
    -10.3%	15.9%	1.6%
79: O=C(Cc1ccccc1)Nc1cc(C(=O)c2ccccc2)ccc1N1CCOCC1
    10.0%[12.8 µM]	-86.4%	0.5%
80: CCN(CC)CCSc1nc(O)c(-c2ccccc2)c(=O)n1-c1ccccc1
    -1.9%	2.0%	4.8%

Going on with the list:
Under each structure – N370S GC	DT40 TDP1 no CPT	TDP1 inh
81: O=C(C1CCN(S(=O)(=O)c2ccccc2)CC1)N1CCOCC1
    8.8%	2.9%	-1.0%
82: CN(C)CCCN(Cc1ccccc1)C(=S)Nc1cccc(C(F)(F)F)c1
    -4.9%	?	2.7%
83: Cn1c(=O)c(-c2ccccc2)nn2c3ccccc3nc12
    2.4%	?	0.0%
84: CC(C)c1ccc(NC(=O)C2CCCN(S(=O)(=O)c3cccnc3)C2)cc1 (stereo not drawn)
    -0.6%	7.31µM*	7.0%
85: O=C(Nc1ccccc1)Nc1nnc(Cc2ccccc2F)s1
    -6.5%	-9.4%	1.5%
86: COc1ccc(C(CNC(=O)Cc2ccccc2Cl)N2CCCCC2)cc1 (stereo not drawn)
    -3.6%	-3.9%	-8.5%
87: COc1ccc2[nH]c3c(=O)n(CCCC(=O)NC4CCC(C)CC4)c(=S)[nH]c3c2c1 (stereo not drawn)
    -9.2%	0.6%	-0.6%
88: COc1ccc(NC(=O)CSc2nnc(-c3ccccc3F)n2C2CC2)cc1S(N)(=O)=O
    3.1%	?	2.6%
89: O=S1(=O)[C@H]2C[C@H](CO)O[C@@]2(CO)CN1Cc1ccc(-c2ccc(F)cc2)cc1
    /	?	2.0%[56.1 µM]
90: CC(=O)c1ccc(NC(=S)NC(=O)/C=C/c2ccccc2)cc1
    -4.0%	19.1%	-1.5%
91: COc1ccccc1OCCSc1nc2ccccc2n1CC(N)=O
    -7.4%	-5.6%	/
92: O=C(Nc1nnc(-c2ccco2)o1)c1ccc(Cl)s1
    2.5%	16.4µM*	4.7%
93: O=C(Nc1nccs1)c1cnccn1
    5.8%	-4.4%	0.0%

Source: PubChem

The list is partial; rates above refer to the full screens.
